High-throughput results deposited in PubChem by Broad Institute.
ARNT-TACC3 inh – ARNT/TACC3 interaction disruption; Q9Y6A5; AlphaScreen His-ARNT PAS-B/GST-TACC3 binding, luminescence; TACC3 fragment carries E629A point mutation; inhibition, % at 9.99 µM; hit rate 0.66% among 390,000; AID 623870;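 active means mean inhibition of replicates at least 50% and at least half of replicates each reaching 50%; inconclusive means half or more replicates reach 50% but mean below 50%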;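 further: 0% = complete ARNT plus TACC3 wells and 100% = ARNT alone without TACC3; many hits fall short of the cut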
RAD54 branch – blocks human RAD54 Holliday junction branch migration; Q92698; FAM/BHQ fluorescence; inhibition, % at 10.4 µM; hit rate 0.14% among 360,000; AID 602329;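 active means mean normalized replicate activity at least 40 and at least half of replicates scoring 40 or more; inconclusive means only one of the two criteria met; inactive means mean below 40 and under half of replicates reaching 40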;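 further: 0% = median of neutral control wells and 100% = median of positive control wells; inhibitors cause a drop in the FAM fluorescence signal; in these data hits start at about 50%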
PglD inh – inhibitors of Campylobacter jejuni PglD acetyltransferase; purified PglD enzyme, DTNB colorimetric CoA detection; AID 602405; inhibition, % at 12.5 µM; hit rate 0.098% among 360,000; in the data active means inhibition above about 16%, passing the limit was not always enough; inconclusive means no clear call, values can overlap the other calls; further: strong numbers were not always called active
RAD52 anneal inh – inhibitors of human RAD52 DNA annealing; hit rate 0.46% among 360,000; P43351; inhibition, % at 18.7 µM; recombinant RAD52 DNA annealing, FRET fluorescence; AID 651710;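 active means every replicate showing at least 50% inhibition; inconclusive means mean inhibition at least 50% but not in every replicate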
E-sel inducer – induces E-selectin expression in human endothelial cells; HUVEC E-selectin immunofluorescence imaging; normalized: neutral wells 0, TNF-alpha wells 100; activation, % at 7.58 µM; hit rate 0.37% among 260,000; AID 686992;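 active means mean E-selectin-positive cell signal at least 10% of the positive control, reached in at least 60% of replicates, without over 20% cell loss; inconclusive means no rule given, readout overlaps actives, possibly toxicity-flagged; inactive means the rest, including those meeting only one limit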;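 further: in these data hits start at about 27%; measured in HUVEC primary endothelial cells; signal is the percent of cells scored E-selectin positive by PE staining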
Target sequence (P16581 whole entry, looked up): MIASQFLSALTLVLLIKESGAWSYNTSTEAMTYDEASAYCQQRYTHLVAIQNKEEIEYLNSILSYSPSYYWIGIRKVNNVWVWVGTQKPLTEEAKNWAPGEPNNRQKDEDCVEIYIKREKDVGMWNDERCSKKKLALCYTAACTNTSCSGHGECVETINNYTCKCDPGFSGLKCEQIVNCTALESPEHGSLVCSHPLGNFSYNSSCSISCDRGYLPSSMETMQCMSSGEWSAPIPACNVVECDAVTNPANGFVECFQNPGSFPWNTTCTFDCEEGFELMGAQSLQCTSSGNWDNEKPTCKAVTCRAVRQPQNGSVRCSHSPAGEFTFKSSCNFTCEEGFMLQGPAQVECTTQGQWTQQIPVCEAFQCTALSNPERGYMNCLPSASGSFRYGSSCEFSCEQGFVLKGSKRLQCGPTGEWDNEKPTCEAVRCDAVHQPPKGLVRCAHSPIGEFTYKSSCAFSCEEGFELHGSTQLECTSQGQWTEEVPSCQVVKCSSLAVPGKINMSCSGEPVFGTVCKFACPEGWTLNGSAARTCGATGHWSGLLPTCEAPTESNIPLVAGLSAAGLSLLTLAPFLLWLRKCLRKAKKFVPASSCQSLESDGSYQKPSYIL
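Assay system: HUVEC, human umbilical vein endothelial cells / Amount: 3,000 HUVEC/well / Controls: TNF-alpha positive control, DMSO neutral control / Compound dosing: single concentration / Medium: EGM-2 over gelatin coat / Evaluation: percent E-selectin-positive cells / Signal: immunofluorescence imaging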
ERp5 inh – inhibitors of human ERp5 | AID 651711 | Q15084 | hit rate 0.05% among 350,000 | ERp5 insulin aggregation, absorbance 650 nm, 90 min | inhibition, % at 9.99 µM;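 active means mean replicate inhibition above about 25%, with every replicate also reaching it, limit read from the data, passing the limit was not always enough; inconclusive means only one of those two criteria met; inactive means neither criterion met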
CASP6 VEID inh – blocks human caspase-6 cleavage activity; P55212; purified caspase-6, Z-VEID-R110 cleavage fluorescence; inhibition, % at 12.5 µM; hit rate 0.53% among 350,000; AID 686996;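 active means mean inhibition across replicates at least about 35%, with every replicate also reaching that limit, limit read from the data; inconclusive means only one of the two criteria met; inactive means neither criterion met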;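 further: 0% = median of neutral control wells and 100% = no fluorescence left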
Target sequence (P55212 24-179 limits assumed): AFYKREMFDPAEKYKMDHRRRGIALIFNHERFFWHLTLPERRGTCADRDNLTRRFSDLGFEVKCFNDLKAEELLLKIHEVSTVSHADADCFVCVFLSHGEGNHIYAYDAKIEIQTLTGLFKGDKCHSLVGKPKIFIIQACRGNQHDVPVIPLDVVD
Target sequence (P55212 194-293 limits assumed): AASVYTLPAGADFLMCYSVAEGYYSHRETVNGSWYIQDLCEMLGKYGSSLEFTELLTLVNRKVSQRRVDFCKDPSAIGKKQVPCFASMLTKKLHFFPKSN
esBAF inh – blocks esBAF chromatin remodeling in mouse ES cells | Bmi1-luciferase knock-in reporter, 24 h; 100% = twice the neutral-well signal | reporter increase, % at 12.5 µM | hit rate 2% among 350,000 | AID 602393; in the data active means activation above about 40%; inconclusive means no clear call, values can overlap the other calls;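 further: 0% = median of the plate's neutral control wells and 100% = double that signal; a rise in the Bmi1 reporter signal indicates esBAF inhibition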
An asterisk follows results filed as active; u = inconclusive; x = not tested or not shown.

SMILES	ARNT-TACC3 inh	RAD54 branch	PglD inh	RAD52 anneal inh	E-sel inducer	ERp5 inh	CASP6 VEID inh	esBAF inh
CC1(C)N=C(N)N=C(N)N1c1ccc(OCC(=O)N2CCOCC2)cc1	x	3	-2	-9	-0.2	-7	-2	-17
CCCCc1cc(=O)oc2c(C)c(OCC(=O)N3CCC(C(=O)O)(c4ccccc4)CC3)ccc12	20	-28	-2	-5	x	3	12	-6
COc1cccc(C(C#N)N2N=C(C)CC2(C)C)c1O (centres undefined)	-2	-9	2	x	x	x	x	1
CCCN1CCC(Oc2cccc(C(=O)NCCc3ccccc3)c2)CC1	2	-6	-1	-16	-0.1	-1	-6	51*
CN1c2ccc(-c3cccc(C#N)c3)cc2[C@H]2[C@H](CCN2C(=O)C2CCCC2)[C@H]1CO	x	x	x	6	-0.1	1	1	x
COc1cc(SC)ccc1C(=O)N(Cc1ccccc1)c1ccccn1	x	1	4	-6	-0.1	-1	-1	x
N#C[C@H]1[C@H](c2ccccc2C2=CCCC2)[C@@H](CO)N1C(=O)NC1CCCC1	x	x	x	-7	-0.1	5	2	x
CCN1CC(CN(C)Cc2nc(-c3ccco3)oc2C)CC1=O (centres undefined)	0	x	x	-8	-0.9	-3	2	-11
C[C@@H]1CN([C@@H](C)CO)C(=O)c2cc(NS(=O)(=O)c3cn(C)cn3)ccc2O[C@@H](C)CCCCO[C@H]1CN(C)C(=O)c1ccncc1	-3	9	3	-15	0.1	1	-1	-1
CCOC(=O)N1CCc2c(sc3nc4n(c(=O)c23)N=C(c2ccc(OC)cc2)CS4)C1	-19	-7	1	-6	x	x	-4	x
Cc1nc(NC(=S)NC(=O)c2cccs2)ccc1Br	-2	x	x	-12	3.3	1	-1	x
Cc1noc(C)c1S(=O)(=O)Nc1ccc2c(c1)C(=O)N([C@@H](C)CO)C[C@@H](C)[C@@H](CN(C)C(=O)CCCN(C)C)OCCCC[C@H](C)O2	-7	0	1	x	-0.2	x	x	6
CCn1c(=O)n(CC(=O)Nc2ccc(F)cc2)c(=O)c2ccccc21	x	6	-2	-11	x	3	1	-2
CCOC(=O)c1ccc(Oc2c(C)oc3cc(OS(C)(=O)=O)ccc3c2=O)cc1	2	-2	2	-11	-2.8	7	2	-3
CC1(C(=O)NS(=O)(=O)c2ccc(F)cc2F)CCN1C(=O)C/C=C/c1ccccc1 (centres undefined)	x	-6	-2	-10	-0.1	1	-1	-3
C[C@H](C(=O)N(C)C[C@@H]1OCc2ccccc2-c2ccccc2C(=O)N([C@H](C)CO)C[C@H]1C)c1ccccc1	-4	-8	1	7	-0.6	-5	0	-2
COCC(=O)N1C[C@@H](C)[C@H](OC)CN(C)C(=O)c2ccc(NC(=O)c3ccc(F)cc3)cc2OC[C@H]1C	0	7	-2	-1	-0.3	-3	-1	-1
O=C(NNC(=O)c1ccc(Cl)c(Cl)c1)c1cccnc1	2	-3	-3	1	-0.4	-9	-6	1
O=C(Cc1cccnc1)N[C@H]1CC[C@@H](CCn2cc(Cc3ccccc3)nn2)O[C@H]1CO	2	4	0	-4	-0.5	-3	-3	1
CCCCCC(=O)O/N=C(\C)c1ccn(S(=O)(=O)c2ccccc2)c1	-5	-10	-4	-15	-1.7	-3	-1	2
COc1ccc(NC(=O)N(C)C[C@@H]2Oc3c(NC(=O)NC(C)C)cccc3C(=O)N([C@H](C)CO)C[C@@H]2C)cc1	-3	5	-2	13	0.9	-1	0	2
Cc1noc(C)c1S(=O)(=O)Nc1ccc2c(c1)C(=O)N([C@H](C)CO)C[C@@H](C)[C@@H](CN(C)C(=O)Cc1ccccc1)OCCCC[C@@H](C)O2	-5	1	0	10	2.1	15	2	4
Cn1nccc1/C=C(/C#N)S(=O)(=O)c1ccccc1	-2	1	1	x	x	x	x	3
Cn1c(SCC(=O)Nc2sccc2C#N)nnc1C1CC1	-5	0	-2	-30	5.6	-9	1	-6
COc1ccc2c3c([nH]c2c1)[C@H](CO)N(C(=O)c1ccncc1)CC31CCN(Cc2cccnc2)CC1	x	x	x	-9	-0.3	2	1	x
CCCN1CCC(=O)N([C@H](CN=[N+]=[N-])Cc2ccccc2)CC1	-1	-1	-5	-29	-0.1	-2	x	x
CCc1cc2cccc(C)c2nc1SCC(=O)N1CCN(C(=O)c2ccco2)CC1	-3	1	3	x	x	x	x	6
CCCCOC(=O)Nc1ccc(S(=O)(=O)Nn2cnnc2)cc1	-1	3	4	x	x	x	x	-2
CCOC(=O)C(CSCc1ccccc1)NC(=O)OC(C)(C)C (centres undefined)	5	-5	6	x	x	x	x	4
Cc1ccccc1CS(=O)(=O)Cc1ccc(C(=O)NC2CCCCC2)o1	-8	4	1	-6	0.0	3	-1	5

Marked active in esBAF inh (from the list above):
structure,ARNT-TACC3 inh,PglD inh,RAD52 anneal inh,ERp5 inh,CASP6 VEID inh,esBAF inh
CCCN1CCC(Oc2cccc(C(=O)NCCc3ccccc3)c2)CC1,2,-1,-16,-1,-6,51*

(listing goes on)
SMILES	ARNT-TACC3 inh	RAD54 branch	PglD inh	RAD52 anneal inh	E-sel inducer	ERp5 inh	CASP6 VEID inh	esBAF inh
Cc1noc(C)c1S(=O)(=O)N(C)C[C@@H]1OCc2ccccc2-c2ccccc2C(=O)N([C@@H](C)CO)C[C@@H]1C	-6	2	-3	-2	-0.3	-7	2	5
O=S(=O)(N1CCCCC1)n1nnc2ccccc21	-6	-9	-3	x	x	x	x	-1
COc1ccc(Nc2cc(Sc3ccc(OC)cc3)ncn2)cc1	0	-11	8	-48	-0.2	5	-1	13
Cn1nnnc1SCC(=O)N1CCN(S(=O)(=O)c2ccccc2)CC1	1	x	x	-3	0.1	3	1	x
COc1cc(C(=O)NNC(=O)C2CCC2)cc(OC)c1OC	-4	5	-7	-9	x	7	3	-3
C[C@H](CO)N1C[C@H](C)[C@H](CN(C)S(=O)(=O)c2cccs2)Oc2ccc(NC(=O)C3CC3)cc2CC1=O	x	2	-2	-2	11	-4	-2	1
Clc1ccc(CN2C3=NCCN3c3ccccc32)cc1	-14	6	2	x	x	x	x	2
COCC(O)CNc1ccccc1 (centres undefined)	-6	x	x	-19	0.5	-9	-7	x
C[C@H](NC(=O)C[C@@H]1CC[C@H](NC(=O)CN2CCOCC2)[C@@H](CO)O1)c1ccccc1	-4	-2	2	-5	-0.9	1	1	4
Nc1nc(CN2CCN(c3ccccc3)CC2)nc(Nc2ccc(Cl)cc2)n1	11	2	-2	-3	x	0	4	1
O=C(NCCOc1cccnc1)c1ccc(OC2CCN(Cc3ccccn3)CC2)cc1	-3	-12	-1	-12	x	-3	-26	-30
COc1cccc(-c2noc(CCCC(=O)NC3CCCC3)n2)c1	-2	-10	3	-7	-0.1	7	1	-9
CCc1ccc(NC(=S)N2CCNC(=O)C2CC(=O)OC)cc1 (centres undefined)	-6	x	x	-1	0.1	2	4	x
CC(=O)c1c(C)[nH]c(C(=O)CN2C(=O)NC(C)(CCC(C)C)C2=O)c1C (centres undefined)	-2	x	x	-15	x	2	1	x
CCCC(=O)NC(c1cccs1)c1cc([N+](=O)[O-])c2cccnc2c1O (centres undefined)	58*	-4	2	-153	-1.9	1	1	x
COc1ccc(Cl)cc1NC(=O)CN1C(=O)CC(C)S(=O)(=O)c2ccccc21 (centres undefined)	0	-19	-1	-14	8.6	-6	-1	x
Cc1ccc(S(=O)(=O)N(C)C[C@@H]2Oc3ccc(N(C)C)cc3CC(=O)N([C@@H](C)CO)C[C@@H]2C)cc1	-11	-3	2	20	0.0	-1	1	1
O=C(N=Nc1c(O)[nH]c2ccccc12)c1ccc2c(c1)OCO2	x	x	x	-15	u	1	1	x
CCn1c(Cc2ccccc2)nnc1SCC(=O)OC(C)C	-2	-7	2	-9	x	-2	2	14
Cc1nnc2n1NC(c1ccc(Cl)cc1)C(C(=O)N1CCC(C)CC1)S2 (centres undefined)	-4	7	-1	-11	x	0	-2	7
COC(=O)/C=C1\N/C(=N\c2nc(C)cc(C)n2)N(c2ccc(Cl)cc2)C1=O	x	7	8	-19	-0.1	4	-3	x
CCOCCCNC(=O)/C(C#N)=C/c1ccccc1F	1	-5	3	-9	1.7	3	-4	-6
O=C(OCc1ccccc1)c1cnc(Cl)c(Cl)c1	-3	-13	-1	-51	-0.2	0	1	-3
COc1cccc(CN(C)C(=O)c2ccc(N3CCCC3)c([N+](=O)[O-])c2)c1	14	-1	2	12	0.2	-2	-37	-8
O=C(CN1C(=O)S/C(=C\c2ccc(O)cc2)C1=O)c1ccccc1	8	x	x	-8	x	u	-3	x

Structures shown so far containing a halogen:
SMILES	ARNT-TACC3 inh	RAD54 branch	PglD inh	RAD52 anneal inh	E-sel inducer	ERp5 inh	CASP6 VEID inh	esBAF inh
Cc1nc(NC(=S)NC(=O)c2cccs2)ccc1Br	-2	x	x	-12	3.3	1	-1	x
CCn1c(=O)n(CC(=O)Nc2ccc(F)cc2)c(=O)c2ccccc21	x	6	-2	-11	x	3	1	-2
CC1(C(=O)NS(=O)(=O)c2ccc(F)cc2F)CCN1C(=O)C/C=C/c1ccccc1 (centres undefined)	x	-6	-2	-10	-0.1	1	-1	-3
COCC(=O)N1C[C@@H](C)[C@H](OC)CN(C)C(=O)c2ccc(NC(=O)c3ccc(F)cc3)cc2OC[C@H]1C	0	7	-2	-1	-0.3	-3	-1	-1
O=C(NNC(=O)c1ccc(Cl)c(Cl)c1)c1cccnc1	2	-3	-3	1	-0.4	-9	-6	1
Clc1ccc(CN2C3=NCCN3c3ccccc32)cc1	-14	6	2	x	x	x	x	2
Nc1nc(CN2CCN(c3ccccc3)CC2)nc(Nc2ccc(Cl)cc2)n1	11	2	-2	-3	x	0	4	1
COc1ccc(Cl)cc1NC(=O)CN1C(=O)CC(C)S(=O)(=O)c2ccccc21 (centres undefined)	0	-19	-1	-14	8.6	-6	-1	x
Cc1nnc2n1NC(c1ccc(Cl)cc1)C(C(=O)N1CCC(C)CC1)S2 (centres undefined)	-4	7	-1	-11	x	0	-2	7
COC(=O)/C=C1\N/C(=N\c2nc(C)cc(C)n2)N(c2ccc(Cl)cc2)C1=O	x	7	8	-19	-0.1	4	-3	x
CCOCCCNC(=O)/C(C#N)=C/c1ccccc1F	1	-5	3	-9	1.7	3	-4	-6
O=C(OCc1ccccc1)c1cnc(Cl)c(Cl)c1	-3	-13	-1	-51	-0.2	0	1	-3
